miR-122 sensor: miR-122 Renilla sensor signal increase in Huh7, primary screen, miR-122 inhibitor project, cell-based, single point, plate reader; Huh7 miR-122 Renilla luciferase sensor, 48 h; neutral wells = 0, positive control = 100; AID 602342, 2012; activation (reporter increase), % at 12.5 µM; actives 0.3% (n = 340,000);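 active = mean replicate activation score at least 90 and every replicate individually at or above 90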;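 note: higher luciferase means less miR-122 activity so hits act as miR-122 inhibitors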
RAD52 inh: RAD52 DNA annealing inhibitors, primary screen, biochemical, FRET, single point, set 2; recombinant RAD52 DNA annealing, FRET fluorescence; inhibition, % at 18.7 µM; actives 0.46% (n = 360,000);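 active = every replicate showing at least 50% inhibition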
Target sequence (P43351 whole entry, looked up): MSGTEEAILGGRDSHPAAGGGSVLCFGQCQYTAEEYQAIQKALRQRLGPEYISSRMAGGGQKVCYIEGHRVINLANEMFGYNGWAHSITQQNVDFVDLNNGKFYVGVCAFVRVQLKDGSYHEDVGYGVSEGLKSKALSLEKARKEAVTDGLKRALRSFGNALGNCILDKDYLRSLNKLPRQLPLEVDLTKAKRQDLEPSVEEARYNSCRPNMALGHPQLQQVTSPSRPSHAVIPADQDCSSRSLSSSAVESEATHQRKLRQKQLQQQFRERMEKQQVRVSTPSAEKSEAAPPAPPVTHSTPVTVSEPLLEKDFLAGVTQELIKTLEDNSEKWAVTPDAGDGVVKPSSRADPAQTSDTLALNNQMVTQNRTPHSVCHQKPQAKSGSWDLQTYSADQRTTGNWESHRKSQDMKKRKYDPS
PGC1a acetyl inh: inhibitors of PGC1a acetylation signal, primary screen, cell-based, U2OS, AlphaScreen, inhibitor mode; actives 0.17% (n = 350,000); AlphaScreen anti-acetyl-lysine; with virally co-expressed GCN5 acetyltransferase; inhibition, % at 15.6 µM;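 active = every replicate shows inhibition of at least 40%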;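 note: 0% = neutral control wells and 100% = positive control wells; some results beyond the cut were filed as inactive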
E-selectin induc: E-selectin induction in HUVECs, primary screen, imaging, HUVEC, immunofluorescence imaging, single point | P16581 | normalized: neutral wells 0, TNF-alpha wells 100 | activation, % at 7.58 µM | AID 686992, 2013 | actives 0.37% (n = 260,000);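 active = mean E-selectin-positive cell signal at least 10% of the positive control, reached in at least 60% of replicates, without over 20% cell loss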;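 note: in these data hits start at about 27%; measured in HUVEC primary endothelial cells; signal is the percent of cells scored E-selectin positive by PE staining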
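Assay system: HUVEC, human umbilical vein endothelial cells / Amount: 3,000 HUVEC/well / Controls: TNF-alpha positive control, DMSO neutral control / Compound dosing: single concentration / Medium: EGM-2 over gelatin coat / Evaluation: percent E-selectin-positive cells / Signal: immunofluorescence imaging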
Numbers without * were called inactive; · = not tested or not shown; [ ] = remark or other dose. An excerpt; the hit share may differ from the screen's.

SMILES | miR-122 sensor | RAD52 inh | PGC1a acetyl inh | E-selectin induc
CC(NC(=O)c1ccc(Cl)cc1)c1nnc(SCc2ccc([N+](=O)[O-])cc2)n1C (stereo not drawn) | 4.6 | · | 9.4 | ·
N#C/C(=C\c1ccc(F)cc1)c1n[nH]c(Cn2cncn2)n1 | -3.0 | · | -1.5 | ·
CCN1CCCC1CN(Cc1cc2c(C)cc(C)cc2[nH]c1=O)C(=O)NC1CCCCC1 (stereo not drawn) | 3.1 | · | -6.8 | ·
O=C(COC(=O)Cn1c(C(F)(F)F)nc2ccccc21)Nc1ccc2c(c1)OCCO2 | 0.2 | · | 2.1 | ·
COc1ccccc1OCCOc1ccc(/C=N/n2cnnc2)cc1 | 0.7 | · | 8.1 | ·
N#Cc1c(NC(=O)CSc2nc3c(c(C(F)(F)F)n2)CCc2ccccc2-3)sc2c1CCCC2 | -3.0 | · | 11.2 | ·
N#CC1=C(SCc2ccc(C#N)cc2)N=C(N)C(c2nc(-c3ccccc3)cs2)C12CCCCC2 (stereo not drawn) | -11.9 | · | -24.9 | ·
O=c1[nH]c2ccc(Cl)cc2c(-c2ccccc2)c1SC(=S)N1CCCCC1 | -1.2 | · | -3.1 | ·
CC12CCC(=O)N1C(C(=O)OCC(=O)Nc1cc(S(=O)(=O)N3CCCCC3)ccc1Cl)CS2 (stereo not drawn) | 6.9 | · | · | -0.2
CCN(CC)S(=O)(=O)c1ccc(Cl)c(NC(=O)COc2ccc(OC)cc2[N+](=O)[O-])c1 | -1.7 | · | · | -0.2

New compounds follow.
SMILES | miR-122 sensor | RAD52 inh | PGC1a acetyl inh | E-selectin induc
C[C@H](CO)N1C[C@H](C)[C@@H](CN(C)C(=O)Nc2cc(F)ccc2F)Oc2cc(C#CC3CC3)ccc2S1(=O)=O | 24.6[16.7 µM] | · | · | 1.5
COc1ccc(-c2cnc3c(c2)C(=O)N([C@@H](C)CO)C[C@@H](C)[C@H](CN(C)C(=O)C2CC2)O3)cc1 | 12.7[16.7 µM] | · | · | 1.2
CCCC(C)NC(=S)NC(=O)c1cc(S(=O)(=O)N2CCOCC2)ccc1C (stereo not drawn) | -0.8 | · | · | 0.4
COc1ccc(/C=N/N2CCOCC2)cc1O | -4.3 | · | · | -0.2
CO[C@@H]1CN(C)C(=O)c2cc(NC(=O)Nc3cccc(Cl)c3)ccc2OC[C@H](C)N(C)C[C@H]1C | 3.7[16.7 µM] | · | · | -0.2
O=C(Cn1cnc2c(cnn2-c2ccccc2)c1=O)Nc1cc(S(=O)(=O)N2CCOCC2)ccc1Cl | -2.0 | · | · | -0.1
COc1ccc(CCC(=O)Nc2ccc(C)c(S(=O)(=O)N(C)C)c2)cc1OC | -7.5 | · | · | 1.2
C[C@@H]1CN([C@H](C)CO)C(=O)Cc2cc(NS(C)(=O)=O)ccc2O[C@H]1CN(C)CC1CCCCC1 | -5.1[16.7 µM] | · | · | 0.2
Cc1ccccc1NC(=S)NCCc1ccc(S(N)(=O)=O)cc1 | 5.0 | · | · | -0.2
CN(C)C(=O)[C@@H]1[C@@H](CO)[C@@H]2Cn3c(ccc(-c4cccc(F)c4)c3=O)[C@@H]2N1C(=O)c1ccccn1 | 2.3[16.7 µM] | · | · | -0.2

The listing continues:
SMILES | miR-122 sensor | RAD52 inh | PGC1a acetyl inh | E-selectin induc
COc1cccc(CNC(=O)[C@@H]2[C@@H](CO)[C@@H]3Cn4c(ccc(-c5cccnc5)c4=O)[C@@H]3N2C)c1 | -7.9[16.7 µM] | · | · | -0.7
C/C(=N/NC(=O)c1ccoc1C)c1cccc(NC(=O)C(F)(F)F)c1 | -0.8 | · | · | -0.1
CCCCOc1ccc(/C=C/C(=O)Nc2ccc([N+](=O)[O-])cc2C)cc1 | 4.5 | · | · | -0.1
Cc1oc(-c2ccccc2)cc1C(=O)NC(Cc1c[nH]c2ccccc12)C(=O)O (stereo not drawn) | -1.6 | · | · | 0.2
COCC(=O)Nc1ccc2c(c1)OC[C@@H](C)N(C(=O)c1ccccc1F)C[C@@H](C)[C@H](OC)CN(C)C2=O | 3.0[16.7 µM] | · | · | -0.1
S=C(Nc1ccccc1)Nc1nc2ccccc2n1CCOc1ccc(Br)cc1 | 1.7 | · | · | -0.1
C[C@@H]1CN([C@@H](C)CO)C(=O)c2cc(NS(=O)(=O)c3cn(C)cn3)ccc2O[C@H]1CN(C)S(=O)(=O)c1cn(C)cn1 | 20.3[16.7 µM] | · | · | -0.3
CNC[C@H]1OCCCC[C@H](C)Oc2ccc(NS(=O)(=O)c3ccc(Cl)cc3)cc2C(=O)N([C@H](C)CO)C[C@@H]1C | 6.7[16.7 µM] | · | · | 0.1
COC(=O)c1ccc(C(C(=O)NC2CCCCC2)N(Cc2ccccc2)C(=O)Cc2cccs2)cc1 (stereo not drawn) | 2.2 | · | · | 0.0
CN1[C@@H]2Cn3c(ccc(-c4ccncc4)c3=O)[C@H]1[C@@H](C(=O)NCC1CCCCC1)[C@@H]2CO | 4.0[16.7 µM] | · | · | -0.1

Following part:
SMILES | miR-122 sensor | RAD52 inh | PGC1a acetyl inh | E-selectin induc
CCN(CC)S(=O)(=O)c1ccc(NC(=O)CSc2ncnc3ccccc23)cc1 | 3.2 | · | · | -0.2
CCCNC(=O)[C@@H]1[C@@H](CO)[C@@H]2Cn3c(ccc(C4=CCCCC4)c3=O)[C@H]1N2C(=O)CC | -4.4[16.7 µM] | · | · | -1.4
CC(=O)NNC(=S)Nc1cc(S(=O)(=O)N(C)C)ccc1C | 4.7 | · | · | -0.1
O=C([C@@H]1[C@@H](CO)[C@@H]2Cn3c(cccc3=O)[C@@H]2N1Cc1ccccc1)N1CCCCC1 | -7.9[16.7 µM] | · | · | -0.5
COC(=O)CCCCCCCCCC[N+]1(C)CCCCC1 | 2.2 | · | · | 1.2
CO[C@H]1CN(C)C(=O)c2cc(NS(=O)(=O)c3ccccc3)ccc2OC[C@H](C)N(C)C[C@@H]1C | 0.7[16.7 µM] | · | · | -0.1
C[C@H]1CN([C@@H](C)CO)C(=O)Cc2cc(NC(=O)CCCN(C)C)ccc2O[C@H]1CN(C)Cc1ccc(-c2ccccc2)cc1 | · | 48.6 | -3.8 | ·
COC(=O)c1cc(OC)nc(OC)c1 | · | -14.9 | -3.8 | ·
COc1ccccc1C(=O)N/C(=N/c1nc(C)cc(C)n1)Nc1ccccc1 | · | 7.0 | 11.0 | ·
FC(F)(F)c1ccnc(Oc2ccc(C3=NCCS3)cc2)c1 | · | -4.2 | -1.4 | ·

Whole records, looked up by structure. Order of values: miR-122 sensor, RAD52 inh, PGC1a acetyl inh, E-selectin induc
CCN(CC)S(=O)(=O)c1ccc(NC(=O)CSc2ncnc3ccccc23)cc1 is listed with 3.2, ·, ·, -0.2
COC(=O)CCCCCCCCCC[N+]1(C)CCCCC1 is listed with 2.2, ·, ·, 1.2
CO[C@H]1CN(C)C(=O)c2cc(NS(=O)(=O)c3ccccc3)ccc2OC[C@H](C)N(C)C[C@@H]1C is listed with 0.7[16.7 µM], ·, ·, -0.1

Next entries
Key to letters – A = miR-122 sensor; B = RAD52 inh; C = PGC1a acetyl inh; D = E-selectin induc
O=C1CC(N2CCOCC2)=NN1c1ccc([N+](=O)[O-])cc1
  A = ·; B = -14.2; C = -1.3; D = ·
CC(C)C(=O)NN(C(=O)C(C)C)c1nc2ccccc2s1
  A = ·; B = -21.7; C = -6.0; D = ·
Nc1ncnc(Nc2c(F)cccc2F)n1
  A = ·; B = -11.3; C = 10.4; D = ·
COc1cccc(-c2ccc3c(N)c(C(=O)NC4CC4)sc3n2)c1
  A = ·; B = -33.9; C = 3.0; D = ·
COc1ccc(CCNC(=O)c2ccnc(C(C)(C)C)c2)cc1OC
  A = ·; B = -15.6; C = -1.6; D = ·
S=c1[nH]nc(-c2cc(-c3ccccc3)n[nH]2)n1/N=C/c1ccc(Cl)c(Cl)c1
  A = ·; B = -16.6; C = -9.1; D = ·
CCCn1c(=O)c(C(=O)N/N=C/c2ccc(F)cc2)c(O)c2ccccc21
  A = ·; B = -8.9; C = 3.2; D = ·
C=CCNC(=S)/N=c1/ccccn1CC
  A = ·; B = -5.1; C = 3.0; D = ·
Nc1ncnc(Nc2ccccc2Cl)n1
  A = ·; B = -14.4; C = -4.1; D = ·
Cn1nc2sc3ccccc3n2c(=O)c1=O
  A = ·; B = -12.1; C = -12.6; D = ·
CCCOP(=O)(c1ccc(N(C)C)cc1)C(Nc1ccccc1)c1ccc(C)cc1 (stereo not drawn)
  A = ·; B = -5.3; C = -9.1; D = ·
O=C1OC(CCl)CN1Cc1c(Cl)cccc1Cl (stereo not drawn)
  A = ·; B = -14.1; C = -4.4; D = ·
NC(=S)NC(c1ccccc1)c1ccncc1 (stereo not drawn)
  A = ·; B = -13.8; C = -2.0; D = ·
CCN1CCN(Cc2cc(=O)oc3ccc(C)cc23)CC1
  A = ·; B = -9.0; C = 8.1; D = ·
CN(C)CCCN(Cc1ccc2c(c1)OCO2)C(=O)NC1CCCCC1
  A = ·; B = -5.7; C = -3.2; D = ·
COc1ccc(/C=N/NC(=O)c2c(C)nc3ccc(Br)cn23)cc1OC
  A = ·; B = -10.8; C = 14.1; D = ·
CC1(C)c2ccccc2N2CC(=O)N[C@@]21/C=C/C=C/c1ccccc1
  A = ·; B = -26.8; C = 0.2; D = ·
CC(C)[C@@H](N)C(=O)N/N=C/c1ccc2nccnc2c1
  A = ·; B = 0.5; C = 19.9; D = ·
CNC(=S)N1N=C2c3ccccc3CCC2C1c1ccccc1Cl (stereo not drawn)
  A = ·; B = -23.5; C = -23.6; D = ·

Shown with two lines to a compound: entries from further up
Value order – miR-122 sensor, RAD52 inh, PGC1a acetyl inh, E-selectin induc
- COc1cccc(-c2ccc3c(N)c(C(=O)NC4CC4)sc3n2)c1
    ·, -33.9, 3.0, ·
- COc1ccc(CCNC(=O)c2ccnc(C(C)(C)C)c2)cc1OC
    ·, -15.6, -1.6, ·
- S=c1[nH]nc(-c2cc(-c3ccccc3)n[nH]2)n1/N=C/c1ccc(Cl)c(Cl)c1
    ·, -16.6, -9.1, ·
- CCCn1c(=O)c(C(=O)N/N=C/c2ccc(F)cc2)c(O)c2ccccc21
    ·, -8.9, 3.2, ·
- C=CCNC(=S)/N=c1/ccccn1CC
    ·, -5.1, 3.0, ·
- Nc1ncnc(Nc2ccccc2Cl)n1
    ·, -14.4, -4.1, ·
- Cn1nc2sc3ccccc3n2c(=O)c1=O
    ·, -12.1, -12.6, ·
- CCCOP(=O)(c1ccc(N(C)C)cc1)C(Nc1ccccc1)c1ccc(C)cc1 (stereo not drawn)
    ·, -5.3, -9.1, ·
- O=C1OC(CCl)CN1Cc1c(Cl)cccc1Cl (stereo not drawn)
    ·, -14.1, -4.4, ·
- NC(=S)NC(c1ccccc1)c1ccncc1 (stereo not drawn)
    ·, -13.8, -2.0, ·
- CCN1CCN(Cc2cc(=O)oc3ccc(C)cc23)CC1
    ·, -9.0, 8.1, ·
- CN(C)CCCN(Cc1ccc2c(c1)OCO2)C(=O)NC1CCCCC1
    ·, -5.7, -3.2, ·
- COc1ccc(/C=N/NC(=O)c2c(C)nc3ccc(Br)cn23)cc1OC
    ·, -10.8, 14.1, ·
- CC1(C)c2ccccc2N2CC(=O)N[C@@]21/C=C/C=C/c1ccccc1
    ·, -26.8, 0.2, ·
- CC(C)[C@@H](N)C(=O)N/N=C/c1ccc2nccnc2c1
    ·, 0.5, 19.9, ·
- CNC(=S)N1N=C2c3ccccc3CCC2C1c1ccccc1Cl (stereo not drawn)
    ·, -23.5, -23.6, ·

Screens (PubChem)
